GPR7 antagonist – GPR7 receptor antagonists, primary screen, cell-based, fluorescence, single concentration. AID 1861, 2009. GPR7-expressing cells, fluorescence antagonist assay. 1.1% of 290,000 active. inhibition, % at 4.4 µM. Neuropeptides B/W receptor type 1 (Homo sapiens), P48145; in the data active = inhibition above about 16%, passing the limit was not always enough;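 note: cells stimulated with the agonist NPW; 0% = agonist with vehicle and 100% = vehicle without agonist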
Target sequence (P48145 whole entry, looked up): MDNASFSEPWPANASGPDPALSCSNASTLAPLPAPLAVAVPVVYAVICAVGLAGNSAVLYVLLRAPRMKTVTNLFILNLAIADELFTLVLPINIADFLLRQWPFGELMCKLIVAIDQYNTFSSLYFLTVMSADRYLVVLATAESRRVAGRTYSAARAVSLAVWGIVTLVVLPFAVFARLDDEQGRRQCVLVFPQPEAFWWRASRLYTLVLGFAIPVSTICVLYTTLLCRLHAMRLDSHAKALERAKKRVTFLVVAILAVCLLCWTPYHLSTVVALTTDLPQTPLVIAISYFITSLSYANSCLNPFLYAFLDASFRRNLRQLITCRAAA
MEKK3 PB1 HTS – modulators of MEKK3-MEK5 PB1 binding, primary screen, biochemical, wildtype MEKK3, multiplex bead flow cytometry, Alexa488-MEK5; bead-based flow cytometry, Alexa488-MEK5 binding to MEKK3; actives lie on both sides; 0 = blocked by unlabeled MEK5, 100 = vehicle; AID 1529, 2009; Mitogen-activated protein kinase kinase kinase 3 (Homo sapiens), Q99759; 1.4% of 290,000 active; binding response (% of control), % at 10 µM;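 active = binding response more than 3 SD above or below the average of its plate-row segment, actives on both sides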;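 note: Alexa488 bead fluorescence after subtracting the streptavidin-only scavenger bead signal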
FID counter – compounds displacing fluorescent DNA intercalator, primary screen, artefact control for HCV NS3 helicase inhibitor project, biochemical, FID fluorescence | DNA fluorescent intercalator displacement | inhibition, % at 7.9 µM | 0.17% of 290,000 active; in the data active = inhibition above about 37%;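 note: 0% = vehicle and 100% = reference compound; higher means more ethidium bromide displaced from hairpin DNA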
OXTR agonist – human OXTR agonists, primary screen, fluorescence, CHO-OTR cells, Fluo-8 calcium | Oxytocin receptor (Homo sapiens), P30559 | Fluo-8 calcium fluorescence; normalized: DMSO 0%, oxytocin 100% | activation, % at 3 µM | 0.32% of 320,000 active;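 active = activation above the mean of all tested compounds plus 3 SD, cutoff set per screening run, cut at about 20% in these data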;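 note: peak over basal fluorescence ratio from a 100 s FLIPR kinetic read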
Target sequence (P30559 whole entry, looked up): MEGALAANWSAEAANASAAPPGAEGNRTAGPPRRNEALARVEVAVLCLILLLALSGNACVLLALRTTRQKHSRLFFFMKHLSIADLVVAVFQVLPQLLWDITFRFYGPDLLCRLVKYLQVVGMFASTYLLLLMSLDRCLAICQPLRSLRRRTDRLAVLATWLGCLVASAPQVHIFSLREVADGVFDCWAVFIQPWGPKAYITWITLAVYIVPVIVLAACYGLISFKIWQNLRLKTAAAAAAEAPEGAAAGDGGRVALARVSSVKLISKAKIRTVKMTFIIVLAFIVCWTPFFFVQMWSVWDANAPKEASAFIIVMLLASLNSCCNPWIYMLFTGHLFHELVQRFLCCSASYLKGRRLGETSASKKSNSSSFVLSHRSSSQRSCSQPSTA
PHOSPHO1 block – PubChem AID 1565; inhibition, % at 13.3 µM; recombinant PHOSPHO1, absorbance phosphatase assay; 1.1% of 290,000 active; in the data active = inhibition above about 60%
Target sequence (Q8TCT1 whole entry, looked up): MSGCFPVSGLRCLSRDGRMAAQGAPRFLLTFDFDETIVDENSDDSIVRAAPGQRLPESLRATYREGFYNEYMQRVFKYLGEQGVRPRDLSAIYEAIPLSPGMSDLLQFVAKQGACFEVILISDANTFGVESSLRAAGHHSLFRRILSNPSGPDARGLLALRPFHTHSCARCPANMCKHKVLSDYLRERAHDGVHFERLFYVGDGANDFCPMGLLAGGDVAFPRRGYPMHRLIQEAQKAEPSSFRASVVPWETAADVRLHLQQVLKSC
MEKK2 mut-MEK5 – MEK5 binding signal on mutant MEKK2 PB1, primary screen, biochemical, multiplex bead flow cytometry, Alexa488-MEK5; 0.35% of 290,000 active; percent response, % at 10 µM; Alexa488-MEK5 binding to MEKK2 mutant; in the data active = percent response above about 24%, passing the limit was not always enough; note: inactives centre near 1; some results filed as inactive read as strong as hits; reference of the scale not given here
NALP1 yeast inh – NALP1 inflammasome inhibitors in reconstituted yeast, colorimetric, S. cerevisiae, triplicate retest; S. cerevisiae NALP1/ASC/caspase-1 growth, X-gal OD620, 72 h; inhibition, % at 10 µM; 0.61% of 280,000 active; AID 2071, 2009; in the data active = inhibition mostly above about 24%, no sharp cut-off; inactive = mostly below about 32%; note: some compounds called inactive have numbers as strong as hits
PfM18AAP inh – PfM18AAP inhibitors, malaria aminopeptidase, primary screen, biochemical, QFRET, recombinant enzyme. M18 aspartyl aminopeptidase (Plasmodium falciparum 3D7). H-Glu-NHMec fluorogenic cleavage. inhibition, % at 7.35 µM. 1.2% of 290,000 active;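 active = inhibition above the campaign mean inhibition over all tested compounds plus 3 SD, cut at about 28% in these data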;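 note: 0% = plate median of test compound wells and 100% = 2 mM ZnCl2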
MEKK2wt PB1 HTS – modulators of MEK5 binding to wildtype MEKK2, primary screen, biochemical, multiplex bead flow cytometry, Alexa488-MEK5; 1.1% of 290,000 active; Mitogen-activated protein kinase kinase kinase 2 (Homo sapiens), Q9Y2U5; AID 1531, 2009; binding response (% of control), % at 10 µM; Alexa488-MEK5 binding to MEKK2 WT; actives lie on both sides; in the data active = binding response below about 67% or above about 130%
Starred values were filed as active, the others as inactive; / = not tested or not shown; [ ] = remark or other dose. This is a random part of the collection; overall some 6.2% were active at least once.

SMILES	GPR7 antagonist	MEKK3 PB1 HTS	FID counter	OXTR agonist	PHOSPHO1 block	MEKK2 mut-MEK5	NALP1 yeast inh	PfM18AAP inh	MEKK2wt PB1 HTS
COc1ccccc1C(=O)NCCC(=O)NCCc1ccccc1	3	102	-14	-1.0	10	11	-3	-2	105
CCC(C)NC(=O)CCS(=O)(=O)c1ccc2c(c1)n(C)c(=O)c(=O)n2C (stereo not given)	-11	114	4	0.5	-10	5	16	1	114
COC(=O)c1c(C)oc(C)c1S(=O)(=O)NCc1ccc(Cl)cc1	-1	81	-19	-2.2	18	-19	/	0	89
Cn1c(=O)c2c(nc(NCc3ccc4c(c3)OCO4)n2Cc2ccccc2F)n(C)c1=O	-3	113	-2	-1.6	43	7	11	0	106
Cc1cccc(N2C(=O)CS/C2=N\NC(=O)c2cccnc2)c1C	-8	97	2	0.3	-6	-8	-8	2	85
COCCNC(=O)C(OC(=O)c1cc2oc(C)cc2n1C)C(C)C (stereo not given)	-4	96	-27	-0.8	-29	1	-11	4	93
CC12CCC(C(=O)N3CCCc4ccccc43)(OC1=O)C2(C)C (stereo not given)	4	112	-9	-1.5	14	0	9	-3	97
CCn1ccnc1CN(C)Cc1cn(-c2ccccc2)nc1-c1ccc(OC)cc1F	-11	103	3	-2.2	31	3	5	-10	107
CC(=O)Nc1ccc(S(=O)(=O)Oc2cccc(/C=C3\SC(N)=NC3=O)c2)cc1	17	104	-1	-1.3	-17	-12	-66	4	95
CC(C)c1ccc2nc(N)sc2c1	-7	104	1	-0.2	-1	-2	-10	1	102
O=C1NN(c2ccccc2)C(=O)/C1=C\c1coc2ccc(O)cc2c1=O	-11	98	-22	0.1	30	-2	/	37*	99
Cc1nc(SCC(=O)Nn2c(-c3ccccc3)nc3ccccc3c2=O)n[nH]1	-11	94	-11	0.3	43	0	14	5	95

An excerpt from above in order of the PHOSPHO1 block value, high to low.
| structure | PHOSPHO1 block |
| --- | --- |
| Cn1c(=O)c2c(nc(NCc3ccc4c(c3)OCO4)n2Cc2ccccc2F)n(C)c1=O | 43 |
| CCn1ccnc1CN(C)Cc1cn(-c2ccccc2)nc1-c1ccc(OC)cc1F | 31 |
| COC(=O)c1c(C)oc(C)c1S(=O)(=O)NCc1ccc(Cl)cc1 | 18 |
| COc1ccccc1C(=O)NCCC(=O)NCCc1ccccc1 | 10 |
| CC(C)c1ccc2nc(N)sc2c1 | -1 |

The list goes on:
SMILES	GPR7 antagonist	MEKK3 PB1 HTS	FID counter	OXTR agonist	PHOSPHO1 block	MEKK2 mut-MEK5	NALP1 yeast inh	PfM18AAP inh	MEKK2wt PB1 HTS
Cc1[nH]n(-c2ccccc2)c(=O)c1/C=N/N(C)c1ccccc1	-2	120	4	-0.6	1	0	28	-14	103
Cc1cc(C)c2c(N)c(S(=O)c3ccc(C(C)(C)C)cc3)sc2n1 (stereo not given)	-2	102	2	4.8	106*	3	15	1	101
O=C(Nc1cc(Cl)ccc1Cl)C1CC(=O)N(c2ccccc2)C1 (stereo not given)	0	102	-6	0.4	34	-1	3	-4	101
O=C(CCn1cccc1)Nc1nccs1	-8	87	2	0.3	16	-2	-28	-3	96
COC(=O)CSc1nnc(-c2ccc3c(c2)OCO3)n1C	-7	104	-1	0.5	23	3	3	-2	108
COc1cc(/C=C/C(=O)OCC(=O)NC(=O)NC(C)C)cc(OC)c1OC	-11	100	-20	-1.4	53	-2	-13	3	101
CC1(C)CCC(=O)N2CC[C@H]3C[C@H](OC(=O)Nc4ccc5c(c4)OCO5)C[C@@H]1[C@H]32	1	100	-31	-1.2	-19	-2	2	-8	98
O=C(NCc1ccccc1)C12CN(Cc3ccccc3)CC1C(c1ccc([N+](=O)[O-])cc1)=NO2 (stereo not given)	7	101	-8	0.4	35	0	-16	0	99
Cc1nc(-c2ccccc2)sc1C(N)=O	-10	101	-3	-0.1	5	3	18	1	106
Cc1ccc(N2CC(C(=O)OCc3ccccc3)CC2=O)cc1 (stereo not given)	0	100	-29	-2.0	-15	5	6	1	101
CC(C)Cc1nc(SCC(=O)NCC2CCCO2)c2c(=O)n(C)c(=O)n(C)c2n1 (stereo not given)	-11	92	-29	-0.9	24	-3	4	-7	96
CC(C)C[C@@H](C(=O)NCc1ccco1)N1C(=O)N2CCc3c([nH]c4ccccc34)[C@@]2(C)C1=O	7	97	-35	0.2	24	-2	4	3	92

Overlap with the part before: 2 compounds, followed by the next part.
SMILES	GPR7 antagonist	MEKK3 PB1 HTS	FID counter	OXTR agonist	PHOSPHO1 block	MEKK2 mut-MEK5	NALP1 yeast inh	PfM18AAP inh	MEKK2wt PB1 HTS
CC(C)Cc1nc(SCC(=O)NCC2CCCO2)c2c(=O)n(C)c(=O)n(C)c2n1 (stereo not given)	-11	92	-29	-0.9	24	-3	4	-7	96
CC(C)C[C@@H](C(=O)NCc1ccco1)N1C(=O)N2CCc3c([nH]c4ccccc34)[C@@]2(C)C1=O	7	97	-35	0.2	24	-2	4	3	92
Cc1ccc(NC(=S)c2nc3ccccc3[nH]2)cc1	-7	98	-7	-2.1	-5	-6	-23	-5	96
CC(C)N(Cc1nc(-c2ccccc2)no1)C(=O)C(Cl)(Cl)Cl	-8	98	-9	-1.4	51	0	-35	1	100
CCC(=O)N1N=C(c2ccc(C)cc2)CC1c1ccco1 (stereo not given)	-9	107	-21	-3.8	12	3	20	-12	108
CC(C)c1ccc(/C=C/c2ccc(=O)n(C)n2)cc1	-1	96	-23	-2.0	2	-2	-6	-3	95
CC1CCc2cc(F)cc3c(O)c(C(=O)NCC4CCCO4)c(=O)n1c23 (stereo not given)	-13	102	-20	-2.4	14	1	28	9	102
C=CCCC(=O)N1CCC(Oc2cccc(C(=O)NCc3ccccn3)c2)CC1	-17	104	-36	0.0	28	7	9	1	107
OC(COc1ccc(Cl)cc1Cl)CN1CCc2ccccc2C1 (stereo not given)	9	106	28	1.6	6	8	3	-1	134
COc1cc(Cl)ccc1OCc1cc(C(=O)N(C)Cc2cccc3cnccc23)no1	-1	104	-34	3.4	18	8	12	12	112
BrC(/C=C\c1ccccc1)=N/Nc1nc(N2CCOCC2)nc(N2CCOCC2)n1	-9	105	-29	-0.4	41	0	-11	-1	103
c1ccc(CCNCCCOc2cccc3ccccc23)cc1	25	118	32	10	14	33*	12	0	161*
O=C(OCC#Cc1c(COC(=O)c2ccccc2)nnn1Cc1ccccc1)c1ccccc1	/	93	/	1.8	31	2	/	/	96
CC(C)c1onc(C(=O)N2CCCCC2)c1[N+](=O)[O-]	7	101	-14	-0.5	6	1	39	-7	101
CO/N=C1\CCn2c1c(C)c1ccccc12	-17	102	1	-2.5	47	-1	-4	4	104
COC(=O)c1cc(=O)c2cccc(OC)c2[nH]1	-10	104	0	0.3	38	3	8	4	105
CCCS(=O)(=O)c1c(S(=O)(=O)CCC)c2ccccn2c1C(=O)OC	-11	100	-13	-1.7	16	1	4	-10	96
C#CCN(C#N)c1nc(NCC)nc(NC(C)C)n1	-8	102	-4	-1.1	14	12	-2	-6	105
O=C(CSC(=S)N1CCSCC1)c1ccccc1	-6	103	12	/	44	0	-2	0	101
COc1cccc(NC(=O)COC(=O)c2nc(Cl)ccc2Cl)c1	-9	93	-6	0.0	4	0	4	5	93
CCC(=O)Nc1ccc(C(=O)OCc2ccccc2)cc1	3	69	-7	0.7	29	-13	11	-7	67
N#CCCn1cc(C(=O)Nc2ccc([N+](=O)[O-])cc2)c(-c2cccs2)n1	15	99	14	8.7	10	0	22	1	100
CCOC(=O)Cc1csc(NC(=O)CCN2C(=O)c3cccc([N+](=O)[O-])c3C2=O)n1	-3	101	-7	0.6	32	4	0	7	101
Cn1c(SCC(=O)N2CCOCC2)nc2sc3c(c2c1=O)CCCC3	-9	105	-6	0.4	46	1	25	-4	102
O=C(Nc1ccc(NS(=O)(=O)c2ccccc2)cc1)c1ccccc1	-3	99	-10	2.9	-15	3	6	-4	98
O=C(N/N=C/c1ccc[nH]1)c1cc(-c2cccs2)nc2ccccc12	-21	101	-7	-1.9	25	-6	1	-2	97
Cc1cc([N+](=O)[O-])cc(C)c1OCC(=O)N/N=C/c1ccc(OC(=O)c2ccccc2Br)cc1	-2	104	-22	1.6	3	-1	29	-6	107
CCCCOc1ccc(NC(=O)CN2CCN(CC)CC2)cc1	-11	108	12	/	24	11	16	0	118
COc1cc(C(=O)N2C(=O)CCC2=O)cc(OC)c1OC	1	88	1	-0.2	19	1	3	-22	91
CCOC(=O)c1ccccc1NC(=O)CSc1cccc[n+]1[O-]	-3	91	-5	0.6	18	-4	7	-7	98
C=CCOC(=O)C1=C(C)NC(=O)NC1c1ccc(OC(=O)c2ccco2)c(OC)c1 (stereo not given)	-2	101	-20	0.4	-32	3	9	8	104
COc1ccc(OCc2nnc(NC(=O)Nc3ccccc3F)s2)cc1	-15	101	-2	0.6	2	-3	/	-5	96
O=C(CN1C(=O)NC2(CCc3ccccc32)C1=O)c1ccc2c(c1)OCCO2 (stereo not given)	-4	101	-14	0.1	38	-3	-5	1	93
COC(=O)C1=C(N)OC2=C(C(=O)CCC2)C1c1ccccc1OC (stereo not given)	-13	108	-2	0.4	24	8	5	-11	106
COc1cc(NS(C)(=O)=O)c(OC)cc1NC(=O)c1cccc(F)c1	-1	99	-5	0.6	14	2	3	5	105
N/C(=N/OC(=O)c1cccc([N+](=O)[O-])c1)c1cccc([N+](=O)[O-])c1	-11	100	1	0.1	-3	-5	4	-1	96
C=C(C)CSc1nnc2[nH]c(=O)cc(N)n12	-2	106	10	0.6	/	6	/	-7	104
COc1cccc(OCc2cc(C(=O)N(C)CCC3CCCCO3)no2)c1 (stereo not given)	6	103	-38	-1.4	38	3	20	-11	104
O=C(CN1CCc2ccccc2C1)NC1CCCC1	-12	99	-2	-0.2	3	1	-8	-3	101
COC(=O)CSc1nc(NCc2ccccc2)nc(N(C)C)n1	-11	99	-7	0.2	-12	1	6	-4	98
COc1ccc(OC)c(Nc2nc(NCCC(C)C)nc(N)c2[N+](=O)[O-])c1	-14	106	-4	-2.1	20	14	-8	-10	102
Cc1cc(Nc2ccc(Cl)cc2)n(-c2cccc(Cl)c2)n1	-21	102	-10	-1.5	-20	-2	0	8	101
O=S(=O)(Nc1ccc2c(c1)OCCO2)c1cccc2nsnc12	7	96	0	1.2	36	11	31*	5	98
Cc1cc(C)nc(NC(=O)CCCC(=O)O)c1	11	/	5	2.1	-11	/	-4	13	/
Cc1cc(C)nc(NC(=O)c2ccc(C)o2)n1	-12	99	-2	-0.5	29	5	14	0	107
O=c1c2c3c(sc2nc2n1CCCC2)CCCCC3	-8	100	-7	-0.2	-7	2	16	-6	100
C=CCn1ccc(=NC=C(C#N)C#N)c2ccccc21	-1	94	0	2.7	15	-14	11	4	97
CC(C)C(=O)N(c1ccc2oc(=O)sc2c1)S(=O)(=O)c1ccccc1	3	98	1	0.6	92*	2	11	-4	94
CC(=O)c1ccc(NC(=O)CNC2CCCCC2)cc1	36*	99	10	0.3	11	13	28	-5	118
O=C(NCc1ccc(Cl)cc1)c1cc(=O)[nH]c2ccc(S(=O)(=O)N3CCOCC3)cc12	-17	105	0	0.4	46	10	6	0	105
S=C(NCc1cccs1)Nc1ccccc1	-8	111	3	-0.3	-26	-1	20	10	103
Cc1ccc(-n2c(C)cc(/C([O-])=C(/C(=S)Nc3ccc(F)c(Cl)c3)[n+]3ccccc3)c2C)cc1	-1	99	-1	-1.3	84*	-1	7	9	99
O=C(NC1CCCCC1)NC1CCN(CC(=O)N2CCOCC2)CC1	-11	2.0*[inhibitor]	-3	0.2	-38	-15	13	-1	2.0*[inhibitor]
